# Compound activity deposited in PubChem BioAssay by several laboratories.
# NOD2-RIPK2 inh – inhibitors of human NOD2-RIPK2 interaction; inhibition, % at 4.98 µM; AID 624267; O43353; actives 0.38% (n = 360,000); CHO BLA complementation NOD2-RIPK2, CCF4 ratio; in the data active = inhibition above about 21%;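 note: 0% = vehicle only and 100% = reference blocker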
# NCOA3 inh – inhibits human SRC3 coactivator; inhibition, % at 3.6 µM; Q9Y6Q9; actives 0.17% (n = 360,000); HEK293 GAL4-SRC3 luciferase reporter, luminescence; AID 588352;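 active = inhibition above a per-campaign cutoff, the mean of all compounds plus 3 SD, cut at about 60% in these data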;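 note: 0% = DMSO-treated cells and 100% = gossypol-treated cells at 36 µM; higher means less SRC3-driven luciferase light from the GAL4 reporter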
# C8 TRAIL sens – caspase-8 TRAIL sensitization. NB7+C8 cells + TRAIL, ATPlite viability luminescence. inhibition (viability loss, TRAIL sensitization), % at 10 µM. actives 1% (n = 360,000). AID 624354;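 active = compounds causing at least 50% loss of cell viability in the single-dose screen, relative to plate controls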
# SRC1 inh – human NCOA1 inhibition. Q15788. inhibition, % at 3.6 µM. actives 0.12% (n = 360,000). AID 588354. HEK293 GAL4-SRC1 luciferase reporter, luminescence;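 active = inhibition above the campaign mean plus 3 SD, with each screening campaign given its own cutoff, cut at about 60% in these data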;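 note: 0% = DMSO treated cells and 100% = gossypol at 36 µM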
# Vif inh – blocks HIV Vif function; actives 0.35% (n = 340,000); inhibition, % at 7.49 µM; HEK293T cells, Vif self-association by quenched fluorescence, imaging, 24 h; in the data active = inhibition above about 50%, passing the limit was not always enough; note: some results filed as inactive read as strong as hits
# NR5A2 inv ag – NR5A2 inverse agonism in reporter assay. O00482. HEK293T StAR-luciferase reporter, LRH-1 transfected, 24 h. inhibition, % at 3.6 µM. actives 0.13% (n = 360,000). AID 602396;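 active = inhibition above the mean inhibition of all tested compounds plus 3 SD, cut at about 73% in these data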;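 note: 0% = DMSO wells and 100% = reporter-only cells lacking LRH-1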
# NCOA2 inhibitor – inhibits human steroid receptor coactivator 2; Q15596; HEK293 GAL4-SRC2 luciferase reporter, luminescence; inhibition, % at 9 µM; actives 0.17% (n = 370,000);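 active = inhibition above the mean inhibition of all tested compounds plus 3 SD, set per campaign, cut at about 52% in these data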;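 note: 0% = DMSO treated cells and 100% = cells given Gossypol at 36 µM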
# Target sequence (Q15596 whole entry, looked up, the tested form may be a part): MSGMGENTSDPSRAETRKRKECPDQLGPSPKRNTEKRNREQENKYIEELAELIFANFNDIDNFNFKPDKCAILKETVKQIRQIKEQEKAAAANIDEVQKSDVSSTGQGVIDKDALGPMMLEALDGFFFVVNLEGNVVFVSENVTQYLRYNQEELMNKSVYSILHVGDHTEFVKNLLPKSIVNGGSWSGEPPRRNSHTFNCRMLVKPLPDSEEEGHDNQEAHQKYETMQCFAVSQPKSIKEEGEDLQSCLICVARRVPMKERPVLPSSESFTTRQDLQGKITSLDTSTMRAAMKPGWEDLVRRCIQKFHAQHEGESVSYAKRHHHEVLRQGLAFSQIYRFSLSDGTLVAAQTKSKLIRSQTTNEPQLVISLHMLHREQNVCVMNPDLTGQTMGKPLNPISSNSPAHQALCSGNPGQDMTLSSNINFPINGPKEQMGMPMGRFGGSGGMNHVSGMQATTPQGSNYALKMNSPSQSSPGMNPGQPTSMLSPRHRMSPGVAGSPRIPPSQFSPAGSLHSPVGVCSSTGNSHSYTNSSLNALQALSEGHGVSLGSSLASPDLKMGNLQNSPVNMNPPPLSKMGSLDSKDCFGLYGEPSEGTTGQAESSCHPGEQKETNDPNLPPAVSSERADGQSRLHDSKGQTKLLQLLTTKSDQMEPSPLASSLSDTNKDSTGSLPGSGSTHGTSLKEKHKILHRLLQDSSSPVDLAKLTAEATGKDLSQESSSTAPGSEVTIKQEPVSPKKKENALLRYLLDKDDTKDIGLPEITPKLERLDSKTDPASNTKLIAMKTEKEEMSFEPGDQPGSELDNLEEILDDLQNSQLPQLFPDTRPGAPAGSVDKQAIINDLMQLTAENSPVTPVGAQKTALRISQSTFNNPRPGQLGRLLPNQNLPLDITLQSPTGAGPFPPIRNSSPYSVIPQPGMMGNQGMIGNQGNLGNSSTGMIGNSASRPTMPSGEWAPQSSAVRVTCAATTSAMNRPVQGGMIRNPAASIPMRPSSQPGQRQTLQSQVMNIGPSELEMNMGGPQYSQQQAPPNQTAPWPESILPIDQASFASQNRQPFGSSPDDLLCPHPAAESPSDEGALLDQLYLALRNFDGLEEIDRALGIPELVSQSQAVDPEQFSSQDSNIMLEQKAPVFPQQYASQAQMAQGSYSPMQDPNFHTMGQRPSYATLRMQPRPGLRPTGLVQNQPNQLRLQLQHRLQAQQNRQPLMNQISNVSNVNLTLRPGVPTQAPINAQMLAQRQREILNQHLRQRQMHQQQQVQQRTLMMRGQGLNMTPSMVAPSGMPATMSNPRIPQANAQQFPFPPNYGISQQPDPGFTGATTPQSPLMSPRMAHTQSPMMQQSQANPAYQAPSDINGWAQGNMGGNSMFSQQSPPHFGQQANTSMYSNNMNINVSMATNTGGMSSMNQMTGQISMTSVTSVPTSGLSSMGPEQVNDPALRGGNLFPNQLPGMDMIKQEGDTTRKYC
# TLR9-MyD88 block – inhibitors of human TLR9-MyD88 binding | actives 0.21% (n = 340,000) | CHO BLA complementation TLR9-MyD88, CCF4 FRET ratio | inhibition, % at 4.98 µM | AID 504734 | Q9NR96+Q99836;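 active = inhibition above the mean over all tested compounds plus 3 SD, cut at about 21% in these data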;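 note: 0% = DMSO only wells and 100% = clavulanate BLA inhibitor control wells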
# TROY signal inh – blocks TROY-dependent signaling in reporter cells; Q293 LMP1-TROYcd NF-kB luciferase reporter, 4 h; inhibition, % at 10 µM; actives 0.98% (n = 360,000);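 active = compounds whose plate-normalised and pattern-corrected inhibition of the luciferase reporter signal at the single screening dose is 50% or more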
# NR2F2 inh – inhibitors of human COUP-TFII (NR2F2); P24468; HEK293T NGFI-A luciferase reporter, luminescence; inhibition, % at 8.6 µM; actives 0.7% (n = 370,000); AID 686940;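 active = inhibition above a per-plate cutoff, mean inhibition of test wells between control levels plus 3 SD, cut at about 38% in these data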;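 note: cells cotransfected with COUP-TFII expression vector driving the NGFI-A reporter; 0% = median of COUP-TF2 test wells and 100% = reporter-only cells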
# LMP1 NFkB inh – Epstein-Barr LMP1 NF-kappaB reporter inhibition | inhibition, % at 12.5 µM | LMP1-induced NF-kappaB luciferase reporter cells, luminescence | AID 504558 | actives 0.69% (n = 350,000); in the data active = inhibition above about 41%;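 note: 0% = neutral control wells and 100% = reference inhibitor control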
# * hit, by the source's call; x = not tested or not shown; & = joins results of further samples. Some of the compounds tested, so the mix of outcomes need not match the whole.
# Labels used below: A = NOD2-RIPK2 inh; B = NCOA3 inh; C = C8 TRAIL sens; D = SRC1 inh; E = Vif inh; F = NR5A2 inv ag; G = NCOA2 inhibitor; H = TLR9-MyD88 block; I = TROY signal inh; J = NR2F2 inh; K = LMP1 NFkB inh
Molecule: COc1ccc(Cn2c(/C=C/c3ccccc3)nc3ccccc32)cc1
  A: -12 | B: -86 | C: 48 | D: -110 | E: 12 | F: -104 | G: -55 | H: -5 | I: -48 | J: -56 | K: -59

Molecule: CCN1CCN(Cc2nc3ccc([N+](=O)[O-])cc3c(=O)n2-c2ccc(OC)cc2OC)CC1
  A: 0 | B: -16 | C: -2 | D: -13 | E: 7 | F: 13 | G: 1 | H: -7 | I: 24 | J: 1 | K: -8

Molecule: CCc1nnc(NC(=O)CSc2nnc(COc3ccccc3)n2-c2ccc(C)cc2)s1
  A: -1 | B: 13 | C: -13 | D: -1 | E: 0 | F: -15 | G: -50 | H: -2 | I: 8 | J: -11 | K: 10

Molecule: O=C(CSc1ccc2c(c1)OCCO2)Nc1ncc(Cl)cc1Cl
  A: -11 | B: 17 | C: 13 | D: 8 | E: -19 | F: -5 | G: 11 | H: 3 | I: 4 | J: 9 | K: -4

Molecule: O=C1c2ccccc2NC(c2ccc(O)cc2)N1c1ccccc1 (stereo not drawn)
  A: -17 | B: -36 | C: 13 | D: -46 | E: -6 | F: -45 | G: -51 | H: -4 | I: -16 | J: -26 | K: x

Molecule: O=S(=O)(c1ccccc1)c1nc(-c2ccco2)oc1N1CCCCC1
  A: -11 | B: -3 | C: -2 | D: -14 | E: 6 | F: -13 | G: -7 | H: -15 | I: 19 | J: 8 | K: 11

Molecule: Cc1ccc(CN2CCSc3ccc(C(=O)N4CCN(c5ncccn5)CC4)cc32)cc1
  A: -1 | B: 4 | C: 13 | D: 8 | E: -8 | F: -8 | G: x | H: -8 | I: 18 | J: x | K: 9

Molecule: Cn1cccc1/C=N/N1CCN(Cc2ccc(Cl)cc2)CC1
  A: -10 | B: -1 | C: 10 | D: -32 | E: -29 | F: 10 | G: -3 | H: -4 | I: 13 | J: 13 | K: 8

Molecule: CC(=O)c1ccc(OCC(=O)N2CCCC2c2ccc3c(c2)OCCCO3)cc1 (stereo not drawn)
  A: -2 | B: 0 | C: -15 | D: -3 | E: -6 | F: -21 | G: -2 | H: -6 | I: 5 | J: 1 | K: -1

Molecule: O=C(Cn1nnc(-c2ccccc2)n1)N/N=C/c1cccc([N+](=O)[O-])c1
  A: -5 | B: -8 | C: -9 | D: -5 | E: -2 | F: -1 | G: 5 | H: 3 | I: -4 | J: 1 | K: 7

Molecule: CCOC(=O)c1c(C)[nH]c(C(=O)OCC(=O)Nc2cc(C)nn2-c2ccccc2)c1C
  A: -2 | B: -6 | C: -8 | D: 2 | E: -8 | F: -7 | G: 12 | H: -10 | I: 14 | J: -5 | K: 12

Molecule: CNC(=O)/C(C#N)=C/c1c(N(Cc2ccccc2)Cc2ccccc2)nc2c(C)cccn2c1=O
  A: 2 | B: 25 | C: -9 | D: -9 | E: -14 | F: 6 | G: 21 | H: -7 | I: 24 | J: 20 | K: 0

Molecule: CC(C)(O)[C@@H]1CC[C@@](C)(C2CC[C@]3(C)C2[C@H](O)CC2[C@@]4(C)CC[C@H](O)C(C)(C)C4[C@@H](O[C@H]4O[C@@H](CO)[C@H](O)[C@@H](O)[C@@H]4O[C@@H]4O[C@H](CO)[C@@H](O)[C@H](O)[C@H]4O)C[C@]23C)O1 (stereo in doubt)
  A: 4 | B: -2 | C: 3 | D: -4 | E: -2 | F: 8 | G: -4 | H: 3 | I: 5 | J: 12 | K: -3

Molecule: CCOC(=O)C(CC)(CC)C(=O)/C=C/c1cccc(Br)c1
  A: -1 | B: 10 | C: -10 | D: 11 | E: 2 | F: 5 | G: 18 | H: 4 | I: 2 | J: -9 | K: -27

Molecule: Cc1oc2ccccc2c1CNC(=O)N(C)C
  A: -13 | B: 13 | C: -12 | D: 8 | E: -3 | F: 11 | G: -7 | H: -1 | I: 1 | J: -3 | K: -12

# Limited to C8 TRAIL sens, Vif inh and SRC1 inh, for 5 of the compounds above:
mol,C8 TRAIL sens,Vif inh,SRC1 inh
O=C(Cn1nnc(-c2ccccc2)n1)N/N=C/c1cccc([N+](=O)[O-])c1,-9,-2,-5
O=C(CSc1ccc2c(c1)OCCO2)Nc1ncc(Cl)cc1Cl,13,-19,8
CC(C)(O)[C@@H]1CC[C@@](C)(C2CC[C@]3(C)C2[C@H](O)CC2[C@@]4(C)CC[C@H](O)C(C)(C)C4[C@@H](O[C@H]4O[C@@H](CO)[C@H](O)[C@@H](O)[C@@H]4O[C@@H]4O[C@H](CO)[C@@H](O)[C@H](O)[C@H]4O)C[C@]23C)O1 (stereo in doubt),3,-2,-4
O=S(=O)(c1ccccc1)c1nc(-c2ccco2)oc1N1CCCCC1,-2,6,-14
CCc1nnc(NC(=O)CSc2nnc(COc3ccccc3)n2-c2ccc(C)cc2)s1,-13,0,-1

# More entries:
# Labels used below: A = NOD2-RIPK2 inh; B = NCOA3 inh; C = C8 TRAIL sens; D = SRC1 inh; E = Vif inh; F = NR5A2 inv ag; G = NCOA2 inhibitor; H = TLR9-MyD88 block; I = TROY signal inh; J = NR2F2 inh; K = LMP1 NFkB inh
Molecule: O=C(Nc1ccc(S(=O)(=O)N2CCOCC2)cc1)c1ccc([N+](=O)[O-])s1
  A: -8 | B: -7 | C: 37 | D: -4 | E: -5 | F: 26 | G: -34 | H: 0 | I: 11 | J: 3 | K: -10

Molecule: CCOC(=O)c1sc(NC(=O)c2ccc(S(=O)(=O)N(C)C)cc2)cc1C
  A: -1 | B: 9 | C: 9 | D: -1 | E: -8 | F: -10 | G: 15 | H: 4 | I: 26 | J: 14 | K: -20

Molecule: O=C(OCc1ccccc1)N1CCC2CC1c1cc(N3CCN(S(=O)(=O)c4cc(Cl)cc(Cl)c4)CC3)ccc12 (stereo not drawn)
  A: -10 | B: 6 | C: -10 | D: -8 | E: x | F: 15 | G: 27 | H: 7 | I: 1 | J: -3 | K: -3

Molecule: Cc1ccc(C(=O)O/N=C(\N)c2ccccc2)c(Cl)c1
  A: 2 | B: 42 | C: 94* | D: 38 | E: 13 | F: 4 | G: 15 | H: -9 | I: 82* | J: 23 | K: 35

Molecule: Cc1cc2nc(/N=C(\N)NC(=O)N3c4ccccc4Sc4ccccc43)nc(C)c2cc1C
  A: 6&-10 | B: -11&7 | C: -8&-5 | D: 4&5 | E: -2&-2 | F: 9&10 | G: 17&5 | H: 2&-10 | I: -2&-48 | J: 2&15 | K: 1&1

Molecule: O=C(c1ccccc1)c1sc(N2CCOCC2)nc1-c1ccccc1
  A: -4 | B: 19 | C: 15 | D: 10 | E: -7 | F: -3 | G: 1 | H: 4 | I: -20 | J: 2 | K: 1

Molecule: CCOc1ccc(NC(=O)CN(C)C(=O)/C=C/c2ccc(S(=O)(=O)N3CCCCCC3)cc2)cc1OCC
  A: -13 | B: -2 | C: 10 | D: 5 | E: -10 | F: 14 | G: -46 | H: -4 | I: -10 | J: -3 | K: 7

# 2 records drawn at random from those above:
# Labels used below: A = NOD2-RIPK2 inh; B = NCOA3 inh; C = C8 TRAIL sens; D = SRC1 inh; E = Vif inh; F = NR5A2 inv ag; G = NCOA2 inhibitor; H = TLR9-MyD88 block; I = TROY signal inh; J = NR2F2 inh; K = LMP1 NFkB inh
Molecule: Cc1cc2nc(/N=C(\N)NC(=O)N3c4ccccc4Sc4ccccc43)nc(C)c2cc1C
  A: 6&-10 | B: -11&7 | C: -8&-5 | D: 4&5 | E: -2&-2 | F: 9&10 | G: 17&5 | H: 2&-10 | I: -2&-48 | J: 2&15 | K: 1&1

Molecule: O=C(c1ccccc1)c1sc(N2CCOCC2)nc1-c1ccccc1
  A: -4 | B: 19 | C: 15 | D: 10 | E: -7 | F: -3 | G: 1 | H: 4 | I: -20 | J: 2 | K: 1
